Source: PubChem (National Center for Advancing Translational Sciences (NCATS))
Tb PFK inh – blocks T. brucei phosphofructokinase | O15648 | T. brucei PFK, ADP-Glo luminescence | Potency, µM (titrated, usually from 57.5 µM), inactives show top-dose activity, negative = inhibition, usual class: inhibitors | 0.17% of 330,000 active;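 further: potency means the concentration at half of the fitted maximal effect; 0% = uninhibited 1x PFK enzyme wells and -100% = no-enzyme wells; nearly all actives have a fitted effect of over 60% in size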
Target sequence (O15648 whole entry, looked up): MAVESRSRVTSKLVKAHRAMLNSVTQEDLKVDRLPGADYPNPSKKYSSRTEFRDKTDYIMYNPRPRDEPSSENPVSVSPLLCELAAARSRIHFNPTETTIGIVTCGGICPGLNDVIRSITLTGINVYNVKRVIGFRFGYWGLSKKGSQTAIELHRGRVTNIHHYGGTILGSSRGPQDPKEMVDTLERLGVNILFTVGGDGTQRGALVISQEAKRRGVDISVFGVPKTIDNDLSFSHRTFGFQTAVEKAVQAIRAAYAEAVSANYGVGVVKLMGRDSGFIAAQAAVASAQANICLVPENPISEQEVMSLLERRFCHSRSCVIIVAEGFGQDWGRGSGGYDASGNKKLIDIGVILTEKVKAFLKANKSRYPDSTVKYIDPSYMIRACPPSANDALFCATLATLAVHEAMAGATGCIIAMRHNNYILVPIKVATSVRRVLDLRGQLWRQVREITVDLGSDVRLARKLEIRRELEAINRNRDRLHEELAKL
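Activity is normalized to no-enzyme wells (full inhibition) and 1.25 nM enzyme wells (no inhibition). Reaction: 0.5 mM F6P, 0.1 mM ATP, 45 min RT, ADP-Glo luminescence; concentration-response curves fitted and classed by quality.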
PKM2 activator – PKM2 (human) enzyme activation; purified PKM2, Kinase-Glo ATP luminescence, activation; response scale: 0% is enzyme alone, no compound; 0.34% of 260,000 active; AID 1631; Potency, µM (series often up to 57.5 µM), for the others: at the top dose activation, usual class: activators; further: potency means the concentration at half of the fitted maximal effect; on the % scale 0 is the no-effect control and ±100 the full control effect; nearly all actives have a fitted effect of over 55% in size
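Purified hPK-M2 (>95% pure) converted ADP (0.1 mM final) to ATP with 0.5 mM PEP in 50 mM imidazole pH7.2, KCl, MgCl2, Tween 20, BSA; 1 h at room temperature. ATP detected by Kinase-Glo luminescence.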
BCR signal inh – blocks chronic active B-cell receptor signaling. ABC-DLBCL IkBa-CBG/CBR reporter, luminescence ratio, 4 h. Potency, µM (top dose mostly 46.1 µM), for the others: at the top dose ratio change, negative = lower green/red ratio, usual class: inhibitors. 0.05% of 340,000 active. AID 493014; active means well fitted inhibition curve with a large enough effect in the signal ratio, with a control signal flat, not every such curve was filed as active; inconclusive means small, poorly fitted or top-dose-only effect, or effect the other way, or a change in a side signal; the % refers to the signal ratio;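 further: potency means the concentration at half of the fitted maximal effect; plate controls were basal doxycycline-induced cells for no effect and cells given 10 µM MG132 for full effect; MG132 reads +100%, hits lower the ratio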
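TMD8 ABC-DLBCL cells carrying doxycycline-inducible green luciferase fused to IkappaBalpha plus unfused red luciferase were exposed to compounds (up to 46 uM) for 4 hrs at 37C. Activity came from the overlap-corrected green/red luminescence ratio.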
ASM inhibitor – human S-ASM enzyme inhibition; P17405; placental ASM, HMU-PC fluorogenic substrate, 60 min; Potency, µM (highest dose often 57.5 µM), without a hit: top-dose activity change, negative = inhibition, hits mostly inhibitors; 0.006% of 340,000 active; further: potency means the concentration at half of the fitted maximal effect
Target sequence (P17405 47-631 limits assumed): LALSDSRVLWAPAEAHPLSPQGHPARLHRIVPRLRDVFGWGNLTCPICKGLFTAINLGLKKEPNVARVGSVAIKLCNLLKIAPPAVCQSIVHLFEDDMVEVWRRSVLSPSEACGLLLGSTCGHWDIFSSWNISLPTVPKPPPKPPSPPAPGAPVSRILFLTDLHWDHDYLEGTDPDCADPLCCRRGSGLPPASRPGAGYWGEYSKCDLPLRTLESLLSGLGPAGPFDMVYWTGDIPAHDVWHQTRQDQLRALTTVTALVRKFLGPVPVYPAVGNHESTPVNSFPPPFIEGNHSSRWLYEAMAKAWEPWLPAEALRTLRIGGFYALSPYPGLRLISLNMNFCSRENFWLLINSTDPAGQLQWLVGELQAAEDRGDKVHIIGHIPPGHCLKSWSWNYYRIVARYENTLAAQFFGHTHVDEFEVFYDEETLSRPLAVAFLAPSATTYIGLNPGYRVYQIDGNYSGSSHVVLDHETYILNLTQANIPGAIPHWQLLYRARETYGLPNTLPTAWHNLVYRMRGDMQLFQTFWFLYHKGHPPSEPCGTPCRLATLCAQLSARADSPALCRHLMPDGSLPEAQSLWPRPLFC
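Human placenta-derived ASM preincubated with compound 10 min at room temperature, then reacted with 9 uM (final) fluorogenic HMU-PC substrate for 60 min at 37 C. Stop solution raises pH to 10; fluorescence read at Ex 386/Em 447 nm.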
Giardia kill – Giardia lamblia killing; Giardia lamblia trophozoite viability; activity change, % at 7.66 µM, hits read low; 0.15% of 340,000 active; AID 540267; in the data active means activity change below about -80%; inconclusive means between about -30% and that limit;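 further: parasites exposed to compound for two days anaerobically before the ATP read; on the % scale 0 is the no-effect control and ±100 the full control effect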
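Compounds were tested on trophozoites seeded at 100 cells/well and held 48 hrs at 37 deg C anaerobically. An ATP-based luminescent kit measured the remaining live cells.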
GALK inh – blocks human galactokinase activity; Potency, µM (highest dose often 57.5 µM), inactives show at the highest dose activity change, negative = inhibition, actives largely listed as inhibitors; 0.007% of 270,000 active; Purified GALK, Kinase-Glo residual ATP luminescence; AID 1868; further: potency means the concentration at half of the fitted maximal effect; on the % scale 0 is the no-effect control and ±100 the full control effect
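The enzyme phosphorylates galactose (100 uM) using ATP (35 uM); inhibition is detected as higher residual ATP, quantified by bioluminescence after 1 h reaction at room temperature, pH 8.0.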
PTAP TSG101 blk – blocks PTAP/TSG101 interaction to inhibit HIV-1 budding; Fluorescence polarization, FITC-PTAP peptide / Tsg101 binding; 340,000 tested, under 10 active; Q99816; Potency, µM (titrated, usually from 115 µM), without a hit: at the highest dose activity change, negative = inhibition, most hits filed as inhibitors; AID 493005; active means well fitted inhibition curve with a large enough effect in the main read-out, with a control signal flat, not every such curve was filed as active; inconclusive means small, poorly fitted or top-dose-only effect, or effect the other way, or a change in a side signal; inactive means no such curve, though single readings can be large or run the other way; further: potency means the concentration at half of the fitted maximal effect; % of control where 0% means no effect
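Steps: Tsg101 binding domain dispensed (10 uM final), compounds pinned in DMSO, FITC-labeled PTAP-motif peptide added (50 nM final); after 20 min binding at room temperature, polarization measured.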
Menin-MLL TR inh – displaces Texas Red mutant MLL peptide from human menin. Potency, µM (titrated, usually from 61.6 µM), for the others: at the highest dose FP activity change, negative = inhibition, hits mostly inhibitors. Menin + Texas Red MLL mutant peptide, fluorescence polarization. O00255. 0.23% of 270,000 active. AID 1768; active means well fitted inhibition curve with a large enough effect in the polarisation, with a control signal flat, not every such curve was filed as active; inconclusive means small, poorly fitted or top-dose-only effect, or effect the other way, or a change in a side signal; inactive means no such curve, though single readings can be large or run the other way; the % refers to the polarisation; further: potency means the concentration at half of the fitted maximal effect; % of control where 0% means no effect; many of its hits are not listed in these tables
B2AR arrestin – recruits beta-arrestin to the human beta2-adrenergic receptor | P07550 | Potency, µM (titrated, usually from 46.1 µM), for the others: at the top dose activation, hits mostly activators | beta-arrestin recruitment to beta2AR, cell-based reporter | 0.02% of 330,000 active;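 further: potency means the concentration at half of the fitted maximal effect; 0% = DMSO controls and full agonism = EC100 isoproterenol or metaproterenol; nearly all actives have a fitted effect of over 65% in size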
a7 integrin act – activates integrin-mediated alleviation for muscular dystrophy. Potency, µM (doses to about 38.3 µM), without a hit: at the top dose activation, usual class: activators. alpha7betagal myoblasts, beta-gal FDG fluorescence, 48 h. 0.064% of 350,000 active. AID 624291;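 further: potency means the concentration at half of the fitted maximal effect; 100% = response of the positive control SU9516; nearly all actives have a fitted effect of over 60% in size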
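alpha7betagal+/- myoblasts (passage 13, 250/well) treated 48 h at 37C with compounds at 1:260 dilution of DMSO stock. Lysed, then beta-galactosidase activity read as FDG fluorescence (ex 480/em 540) after 30 min, with pre-read for autofluorescence.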
Coupling enz – coupling enzyme interference in Giardia aldolase counter-screen; coupling enzyme system counterscreen, AmpLite Red fluorescence; activity change, negative = inhibition, % at 58.2 µM, hits read low; 0.67% of 290,000 active; in the data active means activity change below about -30%; further: on the % scale 0 is the no-effect control and ±100 the full control effect
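Coupling enzymes only (glyceraldehyde-3-phosphate) + compound, at 57.5 uM final, 10 min RT; add substrate/coupling/AmpLite Red mix, 20 min RT; fluorescence ex 525/em 598 nm. Actives flag coupling-system interference.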
Numbers without * were called inactive; ? = inconclusive; / = no result given; & = joins results of further samples; [ ] = remark or other dose. Unless noted, the call rests on the fitted dose curve; in most records, active means well fitted curve in the direction sought with a large enough effect; inconclusive means small, poorly fitted or top-dose-only effect, or another doubt; inactive means no such curve, though single readings can be large; an effect the other way counts as inactive or inconclusive. Not all compounds are listed, so the mix of outcomes need not match the whole.

SMILES	Tb PFK inh	PKM2 activator	BCR signal inh	ASM inhibitor	Giardia kill	GALK inh	PTAP TSG101 blk	Menin-MLL TR inh	B2AR arrestin	a7 integrin act	Coupling enz
CC(CC(=O)N(C)C1CCCCC1)S(=O)(=O)c1ccc2c(c1)NC(=O)CO2 (stereo not given)	-5%	4%[0.46 µM]	1%	1%	-11	2%	-3%	-19%	-0.4%	?	1
CCCOc1ccc(-c2nnc(-c3ccncc3)o2)cc1	-2%	-3%	?	-10%	0	1%	1%	-9%	-0.9%	20%	2
Cn1c(SC/C=C/c2ccccc2)nnc1-c1ccco1	-5%	-2%	2%	-1%	-1	-1%	-6%	-15%	0.4%	-28%	-1
Cc1ccc(CNC(=O)C23CN(Cc4ccccc4)CC2C(c2ccc([N+](=O)[O-])cc2)=NO3)o1 (stereo not given)	3%	8%	1%	-1%	1	3%	-1%	8%	-0.6%	5%	1
O=C1OCCC1Sc1nc2cc(Cl)ccc2n1Cc1ccccc1 (stereo not given)	-3%	4%	5%	-14%	1	2%	-3%	14%	-3.8%	0%	1
CC(C)Oc1ccc(C(=O)NCCCNC(=O)c2cccnc2)cc1	-5%	-1%	-8%	6%	-7	0%	-1%	3%	-0.4%	-13%	0
O=S(=O)(Nc1cccnc1)c1cccc(C(F)(F)F)c1	-9%	-4%	-6%	6%	-16	0%	-3%	2%	0.0%	7%	4
O=C(NCC1CC1)c1ccc2c3n(nc2c1)-c1ccccc1CO3	-10%	-34%	?	5%	?	15%	-2%	/	-0.1%	-2%	5
COc1ccccc1OCc1ccc(C(=O)Nc2ccccc2)cc1	-3%	/	-12%	-5%	-4	/	-1%	/	5.2%	?	/
COc1ccc(Cl)cc1S(=O)(=O)N(C)CC(=O)N1CCCC1	1%	-6%	?	3%	-10	/	-1%	-17%	0.4%	-21%	0
CC(=O)NC(Cc1ccc(C)cc1)C(=O)NC1CCN(S(=O)(=O)c2ccccc2)CC1 (stereo not given)	3%	/	1%	0%	13	2%	-5%	/	-0.5%	-14%	0
CCN(CC)CP(=O)(c1ccccc1)c1ccccc1	-3%	-5%	0%	2%	7	7%	-1%	-5%	0.2%	16%	3
N#Cc1ccc(C23OCCN2CCn2c3c3ccccc3[n+]2[O-])cc1 (stereo not given)	3%	/	5%	-1%	?	/	1%	/	-0.2%	-8%	/
CC1(c2ccccc2Br)NC(=O)N(CC(=O)NC2CCCCC2)C1=O (stereo not given)	3%	/	0%	-3%	15	/	-3%	/	-0.4%	-6%	/
O=C(Nc1ccc(OC(F)(F)F)cc1)c1ccccc1-n1cnnn1	-5%	/	?	-1%	-6	/	-6%	/	-1.2%	2%	/
O=C(c1cccs1)n1nc(-c2ccccc2)nc1NCc1ccc(F)cc1	1%	-3%	?	-9%	-2	1%	-7%	-2%	0.4%	-21%[7.66 µM]	-1
Cc1ccc(/C=c2\sc3n(c2=O)CN(c2ccc(Br)cc2)CN=3)o1	?	?	?	1%	0	5%	0%	4%	0.2%	7%	-27
CCNC(=S)N1C2CCC1CC(NC(=O)NC1CCCCC1)C2 (stereo not given)	-2%	-3%	?	15%	-5	1%	-2%	14%	0.5%	18%	7
Cc1[nH]n(-c2ccccc2)c(=O)c1N=Nc1ccccc1C(=O)N1CCCCC1	-3%	-4%	17%	-4%	24	4%	-10%	/	0.0%	?	1
C[C@]12CCC(=O)C=C1CC[C@@H]1[C@@H]2[C@@H](O)C[C@@]2(C)[C@H]1CC[C@]2(O)C(=O)COC(=O)CCC(=O)O	-1%&-7%	1%&-3%	?	4%&2%	?	-2%	1%&-2%	-6%&5%&4%	0.3%&0.0%	/	-1&3
CCCCn1c(SCC(=O)OC)nc2c1c(=O)n(C)c(=O)n2C	0%	7%	6%	2%	-1	1%	-7%	-4%	0.6%	1%[7.66 µM]	1
OCCNc1nc(NCc2ccccc2)c2ccccc2n1	-6%	9%	2%	59%[activator]	20	1%	-1%	-9%	0.2%	-43%	2
Cc1cc(Cl)ccc1Oc1ncc(-c2ccc(Cl)cc2)cn1	-2%	-2%	-7%	2%	13	4%	-3%	-14%	0.0%	0%	-2
CCOC(=O)c1c(NC(=O)/C=C/c2ccco2)sc(C)c1C	5%	2%	5%	14%	11	1%	-3%	-2%	-0.4%	7%	0
CCOc1ccc(OCCC(=O)OCC(=O)NCc2ccccc2)cc1	0%	1%	7%	0%	36[activator]	-3%	-13%	/	0.1%	-55%[inhibitor]	/
C=C(C)CSc1nc2c(c(=O)[nH]c(=O)n2C)n1Cc1ccccc1	8%	-2%	0%	5%	14	2%	-2%	/	-0.7%	-25%	5
O=C(Nc1cccc(C(=O)N2CCN(c3ccc(F)cc3)CC2)c1)c1ccccc1	-4%	0%	1%	-1%	-1	9%	0%	9%	0.2%	-2%	-2
Cc1[nH]c2ccccc2c1SCC(=O)N1CCCCCC1	-2%	-25%	-1%	1%	-1	-1%	-7%	-5%	-0.9%	-13%	-1
Cc1cc(C)n(C(=O)Cn2nc(C)c(Cl)c2C)n1	-3%	-4%	-1%	6%	-9	-8%	-4%	5%	0.1%	3%	2
CS(=O)(=O)N1CCN(c2ccc(Cl)cc2[N+](=O)[O-])CC1	-2%	4%	10%	1%	-21	1%	-3%	4%	-0.7%	19%	-3
COc1ccccc1NC(=O)C1CCCN(S(=O)(=O)c2cnc[nH]2)C1 (stereo not given)	3%	-3%	?	-2%	16	2%	0%	-2%	0.0%	2%	1
CC(=O)Nc1ccc(C(=O)NNC(=O)c2cc([N+](=O)[O-])cc([N+](=O)[O-])c2)cc1	-4%	2%	?	-1%	?	10%	-5%	6%	-0.2%	-8%	0
O=c1[nH]cc(O)c(=O)[nH]1	1%	4%	?	-1%	5	/	-8%	/	-0.5%	-5%	2
COc1ccc(/C=C/C(=O)c2cc(Cl)ccc2O)c(OC)c1	0%	-2%	-11%	-11%	-18	0%	-3%	/	-0.3%	-28%	0
OCc1cn(-c2ccccc2)nn1	1%	0%	-1%	0%	-20	-1%	-2%	1%	-0.1%	42%	3
Cc1noc(C)c1COc1ccccc1C(=O)N(C)Cc1ccco1	-3%	/	-2%	2%	-20	/	-2%	/	-0.2%	-7%	/
O=S(=O)(Nc1ccccc1N1CCOCC1)c1ccc(F)c(Cl)c1	-2%	-2%	0%	-1%	4	3%	-4%	/	-0.9%	10%	/
CC(=O)Nc1ccc(C(=O)CSc2cc(C)c3cccc(C)c3n2)cc1	-1%	3%	-5%	-18%	-6	0%	-1%	3%	-0.7%	-4%	1
Oc1ccc(/C=N/n2cc(-c3ccccc3)[nH]c2=S)cc1	?	-1%	18%	-1%	-1	6%	-2%	?	0.1%	-5%	0
Cc1sc2ncnc(OCC(=O)NC3CCS(=O)(=O)C3)c2c1C (stereo not given)	14%	7%	?	-1%	-2	-3%	-2%	/	-0.1%	-37%	1
CC(O)[C@H]1CC[C@H]2[C@@H]3CC[C@H]4C[C@@H](O)CC[C@]4(C)[C@H]3C(=O)C[C@]12C (stereo not given in full)	7%	/	3%	4%	-11	/	-1%	/	-0.4%	-11%	/
c1ccc(OCCSc2nnnn2C2CCCCC2)cc1	1%	-3%	?	-4%	-13	0%	-6%	-18%	0.0%	-20%	5
CC(C)(C)C(=O)O/N=C(\N)c1ccc(Br)cc1	-3%	-4%	-5%	4%	0	2%	-4%	/	0.1%	0%	-1
CC(=O)Nc1ccc(S(=O)(=O)NNC(=O)COc2cc(C)ccc2C(C)C)cc1	/	-8%	/	-3%	-2	0%	-1%	8%	/	-9%	-3
CCC(CC)NC(=O)CSc1nnc(-c2ccc(OC)cc2)n1C(C)C	/	0%	/	2%	28	0%	-4%	-1%	/	11%	2
O=C1c2cccc(Sc3ccccc3)c2C(=O)c2c(Sc3ccccc3)cccc21	-4%	2%	1%	-5%	12	-3%	-2%	/	-0.4%	0%	0
Clc1cnc(N/N=C/c2cccs2)c(Cl)c1	-4%[0.46 µM]	4%	?	4%	-14	3%	2%	9%	0.4%	8%	-2
CCOC(=O)c1ccc2nc(C)c(C)nc2c1	3%	0%	6%	1%	-4	1%	-7%	/	-1.4%	2%	1
O=C(NCC(=O)N1CCCC(C(F)(F)F)C1)c1ccccc1Br (stereo not given)	-7%	/	-14%	4%	3	/	1%	/	0.1%	1%	/
Cc1noc(C)c1CSc1ncnc2sc3c(c12)CCC(C)C3 (stereo not given)	-1%	1%	?	/	/	/	/	-18%	-1.6%	/	3
O=C(O)C(Cc1ccccc1)NS(=O)(=O)c1ccc2c(c1)OCCO2 (stereo not given)	2%	-2%	9%	6%	0	1%	-4%	-17%	-0.1%	45%	10
